Cneo AK release: Cryptococcus neoformans cell lysis inducers, primary screen, AK release luminescence, single concentration | lysis activity, % at 15 µM | C. neoformans lysis, adenylate kinase release luminescence, 4 h; normalised: neutral wells 0, clomiphene wells 100 | actives 0.2% (n = 360,000);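 active means mean lysis activity across replicates of at least 80%, whatever share of replicates individually reach that level; inactive means mean lysis activity below 80%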
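Schedule: static 4 h at 37 °C with compound, 1 h detection; system: C. neoformans cells; benchmarks: Clomiphene as positive control; buffer or medium: fresh YPD medium; measure: luminescence rise reflecting yeast cell lysis; measured by: luminescent adenylate kinase detection reagent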
LGR2 inh: inhibitors of bursicon-induced LGR2 CRE-luciferase signal, primary screen, cell-based, HEK293, CRE-luciferase reporter, bursicon stimulation | inhibition, % at 9.99 µM | actives 0.35% (n = 380,000) | bursicon-stimulated, 4 h | AID 720647, 2013;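 active means drop in luminescence signal, shown as inhibition above about 50% in the replicate tests, limit read from the data, passing the limit was not always enough; inconclusive means probably only some replicates passing the limit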;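 further: agonist challenge used bursicon conditioned medium at about half maximal strength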
EWS-Fli inh: EWS/Fli-driven NR0B1 reporter inhibitors, primary screen, A673 cells, NR0B1 luciferase, luminescence, MLPCN library; viability-normalised; inhibition, % at 12.6 µM; actives 0.67% (n = 350,000);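 active means mean inhibition of at least 50% after viability correction, with every replicate also passing that limit; inconclusive means mean reaches 50% but only one of two replicates passes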;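 further: firefly luciferase signal divided by Alamar Blue viability fluorescence both relative to DMSO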
FN deposition inh: inhibitors of fibronectin matrix deposition, primary screen, AH1F cells, Alexa488-fibronectin fluorescence, plate reader. AID 743247, 2014. inhibition, % at 12.6 µM. AH1F fibroblasts, overnight. actives 0.086% (n = 350,000);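 active means mean inhibition across replicates of 30% or more, regardless of how many single replicates reach that level; inconclusive means mean under 30% yet at least half of replicates reach 30%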;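 further: positive control wells lacked labelled fibronectin entirely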
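Assay system: AH1F fibroblasts / Quantity: 10000 cells per well / Medium: DMEM plus 2% serum, read in PBS / Reagent: labelled fibronectin 24 nM / Dosing: single dose, pinned / Times: 1 h cell attachment, overnight exposure to compound and label / Signal: fluorescence, ex 485 nm, em 525 nm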
PAX8 reporter: inhibitors of PAX8-driven TPO luciferase reporter, primary screen, RMG-I cells, single concentration; SteadyGlo, 24 h; inhibition, % at 12.6 µM; actives 1.2% (n = 360,000);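 active means mean replicate inhibition at least 60% with every replicate also reaching 60%; inconclusive means only one of the two criteria is met; inactive means mean below 60% and not all replicates reaching 60%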;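 further: luciferase light reporting Pax8 driven TPO promoter activity; plate controls were median of neutral control wells for no effect and mitoxantrone controls for full effect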
miR-122 sensor: miR-122 Renilla sensor signal increase in Huh7, primary screen, miR-122 inhibitor project, cell-based, single point, plate reader; Huh7 miR-122 Renilla luciferase sensor, 48 h; neutral wells = 0, positive control = 100; activation (reporter increase), % at 12.5 µM; actives 0.3% (n = 340,000); AID 602342, 2012;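 active means mean replicate activation score at least 90 and every replicate individually at or above 90; inconclusive means only one of the two criteria met; inactive means neither criterion met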;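 further: higher luciferase means less miR-122 activity so hits act as miR-122 inhibitors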
Casp6 inh: human caspase-6 inhibitors, primary screen, biochemical, VEID-R110 fluorescence, single point, set 2; P55212; purified caspase-6, Z-VEID-R110 cleavage fluorescence; inhibition, % at 12.5 µM; actives 0.53% (n = 350,000); AID 686996, 2013;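 active means mean inhibition across replicates at least about 35%, with every replicate also reaching that limit, limit read from the data; inconclusive means only one of the two criteria met; inactive means neither criterion met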;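 further: 0% = median of neutral control wells and 100% = no fluorescence left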
Target sequence (P55212 24-179 limits assumed): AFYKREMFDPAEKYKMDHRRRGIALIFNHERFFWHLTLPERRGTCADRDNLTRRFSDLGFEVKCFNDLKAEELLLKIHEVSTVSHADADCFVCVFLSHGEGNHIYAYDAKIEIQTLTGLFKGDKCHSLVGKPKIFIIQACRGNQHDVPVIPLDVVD
Target sequence (P55212 194-293 limits assumed): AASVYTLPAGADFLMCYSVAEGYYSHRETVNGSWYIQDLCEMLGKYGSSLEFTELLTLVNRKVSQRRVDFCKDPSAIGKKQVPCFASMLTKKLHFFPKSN
PGC1a acetyl inh: inhibitors of PGC1a acetylation signal, primary screen, cell-based, U2OS, AlphaScreen, inhibitor mode | AlphaScreen anti-acetyl-lysine; with virally co-expressed GCN5 acetyltransferase | inhibition, % at 15.6 µM | actives 0.17% (n = 350,000) | AID 651687, 2012;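 active means every replicate shows inhibition of at least 40%; inconclusive means mean inhibition at least 40% but some replicate below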;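 further: 0% = neutral control wells and 100% = positive control wells; some results beyond the cut were filed as inactive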
* = called active by the depositor; ? = inconclusive; . = no result given; & = joins results of further samples. This is a subset. The share of hits here may be higher or lower than overall.

1) CCc1ccc(CCOc2ccc(CC3SC(=O)NC3=O)cc2)nc1 (stereo unspecified)
2) COc1ccc(-c2cc(=O)c3c(O)cc(O[C@@H]4O[C@H](CO[C@@H]5O[C@@H](C)[C@H](O)[C@@H](O)[C@H]5O)[C@@H](O)[C@H](O)[C@H]4O)cc3o2)cc1O
3) Cc1ccc(=O)n(-c2ccccc2)c1
4) CCN(CC)CCOC(=O)c1ccc(N)cc1
5) Oc1ccc(C2CNCCc3c2cc(O)c(O)c3Cl)cc1 (stereo unspecified)
assay / entry	1	2	3	4	5
Cneo AK release	0	-2	-1	-1	2&1
LGR2 inh	0	.	8	.	14&-5
EWS-Fli inh	9	-8	-8	12	-8&-2
FN deposition inh	.	-1	-13	-1	-5&-8
PAX8 reporter	-15	0	8	21	-18&-5
miR-122 sensor	5	-1	6	0	-13&-2
Casp6 inh	3	1	-7	.	-3&20
PGC1a acetyl inh	.	?	-17	-11	?

6) C=CC1CN2CCC1CC2C(O)c1ccnc2ccc(OC)cc12 (stereo unspecified)
7) COC(=O)C1=CO[C@@H](O[C@@H]2O[C@H](CO)[C@@H](O)[C@H](O)[C@H]2O)C2C1C[C@H](O)[C@@H]2C (stereo partly specified)
8) COc1ccc(-c2cc(=O)c3c(O)cc(OC4OC(COC5OC(C)C(O)C(O)C5O)C(O)C(O)C4O)cc3o2)cc1O (stereo unspecified)
9) NOCC(=O)O
10) Oc1cc2c(cc1O)[C@H]1c3ccc(O)c(O)c3OC[C@@]1(O)C2
assay / entry	6	7	8	9	10
Cneo AK release	3	2	3	2	-2
LGR2 inh	2	-18	.	-13	-25
EWS-Fli inh	8	-3	0	-7	5
FN deposition inh	.	-5	.	.	-3
PAX8 reporter	.	-7	.	6	16
miR-122 sensor	-4	4	-7	-10	-1
Casp6 inh	0	-2	1	1	37*
PGC1a acetyl inh	5	2	-2	-11	0

11) Cc1c(C(=O)O)c(O)cc2c1C(=O)c1c(O)c([C@@H]3O[C@H](CO)[C@@H](O)[C@H](O)[C@H]3O)c(O)c(O)c1C2=O
12) CN(C)CCC[C@]1(c2ccc(F)cc2)OCc2cc(C#N)ccc21
13) CC1Cc2ccccc2N1NC(=O)c1ccc(Cl)c(S(N)(=O)=O)c1 (stereo unspecified)
14) COc1ccccc1N1CCN(CCCN=C2CC(=O)N(C)C(=O)N2C)CC1
15) CC1(C)C2CC[C@]3(C)[C@H](C(=O)C=C4[C@@H]5C[C@@](C)(C(=O)O)CC[C@]5(C)CC[C@]43C)[C@@]2(C)CC[C@@H]1O[C@H]1O[C@H](C(=O)O)[C@@H](O)[C@H](O)[C@H]1O[C@@H]1O[C@H](C(=O)O)[C@@H](O)[C@H](O)[C@H]1O (stereo partly specified)
assay / entry	11	12	13	14	15
Cneo AK release	0	0	-2	-1	-3
LGR2 inh	11	2	0	.	1
EWS-Fli inh	-22	-3	-2	-5	-6
FN deposition inh	-12	-5	-1	-8	2
PAX8 reporter	28	-5	-13	-14	-3
miR-122 sensor	.	1	-8	-3	-4
Casp6 inh	.	-5	2	4	7
PGC1a acetyl inh	.	23	15	-5	3

16) O=C(O)c1cccnc1Nc1cccc(C(F)(F)F)c1
17) N#Cc1ccc(C(c2ccc(C#N)cc2)n2cncn2)cc1
18) CC(=O)CCCCn1c(=O)c2c(ncn2C)n(C)c1=O
19) COc1ccc(C2CNC(=O)C2)cc1OC1CCCC1 (stereo unspecified)
20) CCCCCC(=O)O[C@]1(C(C)=O)CC[C@H]2[C@@H]3CCC4=CC(=O)CC[C@]4(C)[C@H]3CC[C@@]21C
assay / entry	16	17	18	19	20
Cneo AK release	-1	-1	-2&1	2	1
LGR2 inh	.	2	.	-37	8
EWS-Fli inh	-17	0	-6	1	12
FN deposition inh	-5	1	-7	1	-11&1
PAX8 reporter	11	-11	20	-30	22
miR-122 sensor	-2	4	-2	0	3
Casp6 inh	-4	2	-2	3	2
PGC1a acetyl inh	-1	?	2	1	.

21) CC12CCC(=O)C=C1CCC1C2CCC2(C)C1CCC2(O)C(=O)CO (stereo unspecified)
22) CC(C)=CCOc1c2ccoc2cc2oc(=O)ccc12
23) N[C@@H](Cc1c[nH]c2ccc(O)cc12)C(=O)O
24) CCOC(=O)[C@H](CCc1ccccc1)N[C@@H](C)C(=O)N1Cc2ccccc2C[C@H]1C(=O)O
25) Oc1ccc2c(c1)OCC1(O)Cc3cc(O)c(O)cc3C21 (stereo unspecified)
assay / entry	21	22	23	24	25
Cneo AK release	2	-1	-2	2	-4
LGR2 inh	13	-12	10	-9	.
EWS-Fli inh	-2	-20	5	1	18
FN deposition inh	-2	.	21	7	.
PAX8 reporter	-1	.	38	-12	.
miR-122 sensor	-1	3	1	-1	-3
Casp6 inh	-8	-1	16	5	31
PGC1a acetyl inh	1	-3	-4	6	-2

26) C1COC(NC(C2CC2)C2CC2)=N1
27) Cc1ccc(N(CC2=NCCN2)c2cccc(O)c2)cc1
28) CN1CCCN=C1COC(=O)C(O)(c1ccccc1)C1CCCCC1 (stereo unspecified)
29) NC1CCN(c2nc3c(cc2F)c(=O)c(C(=O)O)cn3-c2ccc(F)cc2F)C1 (stereo unspecified)
30) CN(C)CCCC1(c2ccc(F)cc2)OCc2cc(C#N)ccc21 (stereo unspecified)
assay / entry	26	27	28	29	30
Cneo AK release	1	1&0&-1	1	-1	1
LGR2 inh	-1	-16&-14&-4	-16	-16	3
EWS-Fli inh	-10	-4&4&0	-9	18	-4
FN deposition inh	-11	-9&10&4&-1	4	2	-1
PAX8 reporter	-10	22&2&-1	-4	-10	-21
miR-122 sensor	-1	4&-3&-1	1	-23	1
Casp6 inh	4	-9&-1&-1	-3	-5	2
PGC1a acetyl inh	-14	-10&8&-2	-5	-19	-2

31) C/C=C/C(=O)N(CC)c1ccccc1C
32) CCCCNc1ccc(C(=O)OCCN(C)C)cc1
33) Nc1nc(O)c(N=Nc2ccc(S(N)(=O)=O)cc2)c(=O)[nH]1
34) CCC(=O)N1CCN(c2ccc(-n3c(=O)ccc4cnc5ccc(-c6cnc7ccccc7c6)cc5c43)cc2C(F)(F)F)CC1
35) CC(=O)Nc1ccc(CC(=O)O)cc1
assay / entry	31	32	33	34	35
Cneo AK release	4	0	.	.	0
LGR2 inh	11	-33	4	33	0
EWS-Fli inh	10	1	6	45	-7
FN deposition inh	0	-10	-1	.	-3
PAX8 reporter	-17	-6	9	71*	12
miR-122 sensor	-4	-5	.	.	-6
Casp6 inh	2	8	6	4	-2
PGC1a acetyl inh	-1	0	.	.	-11

36) CCCCNc1ccc(C(=O)OCCOCCOCCOCCOCCOCCOCCOCCOCCOC)cc1
37) COc1cc(-c2oc3cc(O)cc(O)c3c(=O)c2O[C@@H]2O[C@H](COC3O[C@@H](C)[C@H](O)[C@@H](O)[C@H]3O)[C@@H](O)[C@H](O)[C@H]2O)ccc1O (stereo partly specified)
38) O=C(O)CCC(=O)c1ccc(-c2ccccc2)cc1
39) C/C=C(/C)C(=O)OC(C)(C)[C@@H]1Cc2c(ccc3ccc(=O)oc23)O1
40) C[N+]1(C)CCC(=C(c2ccccc2)c2ccccc2)CC1
41) CNCCCN1c2ccccc2CCc2ccccc21
42) CC1(C)O[C@H]2CC(=O)OC[C@@]23C1CC(=O)[C@]1(C)C3CC[C@@]2(C)[C@H](c3ccoc3)OC(=O)[C@H]3O[C@]321 (stereo partly specified)
assay / entry	36	37	38	39	40	41	42
Cneo AK release	0	5	-1	0	-4	-1&-1	1
LGR2 inh	-5	-1	-24	8	-11	29	-11
EWS-Fli inh	5	-3	-16	-4	-3	13	-2
FN deposition inh	-7	2	-2	1	2	-4	.
PAX8 reporter	1	-4	-69	-3	3	12	.
miR-122 sensor	-2	.	-10	.	-5	-6	-6
Casp6 inh	-3	-8	2	-4	3	-2	1
PGC1a acetyl inh	5	.	-23	.	5	.	8

Screens: PubChem, Broad Institute
